Htt clearance: clearance of mutant huntingtin inclusions, primary screen, imaging, HeLa Exon1htt(103Q)mCFP, confocal imaging; aggregate imaging; zero = plate's median compound well; inhibition, % at 1.5 µM; 0.42% of 47,000 active; AID 853, 2007;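 active = inhibition of aggregate fluorescence above about 70%, also judged a hit by eye on the cell image, limit read from the data, passing the limit was not always enough; inconclusive = no rule stated for this call; inactive = not judged a hit on image review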;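 note: cells exposed to compound for three days before fixation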
Htt clearance grain fraction: further read-out of Htt clearance, marked with its call; fraction fluorescence in grains; measured here: aggregate grain fluorescence fraction; hits give low values;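 scaled fraction of total cell fluorescence in grains with unit not stated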
* = called active by the depositor; ? = inconclusive; / = no result given. An excerpt, so the mix of outcomes need not match the whole.

Nc1ccccc1N=Cc1c(O)n(CCC2=CCCCC2)c(=O)[nH]c1=O
  Htt clearance: 41
  Htt clearance grain fraction: 13

Cc1cccc(NC(=O)CSc2nnc([C@@H](N)Cc3c[nH]c4ccccc34)o2)c1C
  Htt clearance: -8
  Htt clearance grain fraction: 37

FC(F)(F)/C(=N\P(=S)(N1CCOCC1)N1CCOCC1)N1CCOCC1
  Htt clearance: -34
  Htt clearance grain fraction: 54

O=C(CCn1c(=O)oc2ccccc21)N1CCC2(CC1)OCCO2
  Htt clearance: -27
  Htt clearance grain fraction: 56

Cc1cccnc1-n1c(CN2C(=O)c3ccccc3C2=O)nc2ccccc2c1=O
  Htt clearance: 42
  Htt clearance grain fraction: 11

O=C(Nc1cccnc1)c1c(O)c2c(n(Cc3ccccc3)c1=O)CCCC2
  Htt clearance: -73
  Htt clearance grain fraction: 55

CC(C)n1cc(C(=O)N(CC(=O)NC2CCCC2)Cc2ccccc2)cn1
  Htt clearance: ?
  Htt clearance grain fraction: /

O=C(Cc1ccccc1)OCn1nnc2ccccc2c1=O
  Htt clearance: -42
  Htt clearance grain fraction: 27

c1ccc2oc(N3CCNCC3)nc2c1
  Htt clearance: -9
  Htt clearance grain fraction: 36

C=CCn1c(O)c(C(CC)=NCCCO)c(=O)[nH]c1=O
  Htt clearance: 24
  Htt clearance grain fraction: 32

CC(=O)N1CCC2(CC1)CC(=O)c1cc(OCC(=O)N3CCN(C)CC3)ccc1O2
  Htt clearance: 3
  Htt clearance grain fraction: 20

O=C(C1CCC(=O)N1C1CCCC1)N1CCC2(CC1)OCCO2 (stereo not drawn)
  Htt clearance: -30
  Htt clearance grain fraction: 52

Cc1ccc(-n2c(O)c(C=Nc3ccccc3N)c(=O)[nH]c2=O)cc1C
  Htt clearance: -25
  Htt clearance grain fraction: 26

Cc1nn(C2CCOC(C)(C)C2)c2c1C(c1ccc3c(c1)OCO3)SCC(=O)N2 (stereo not drawn)
  Htt clearance: 0
  Htt clearance grain fraction: 38

Cc1ccc(C)c(C2(O)CC(C)N(C)CC2C)c1 (stereo not drawn)
  Htt clearance: -19
  Htt clearance grain fraction: 40

In a second layout: 2 of the compounds above
Under each structure: Htt clearance, Htt clearance grain fraction
- CC(=O)N1CCC2(CC1)CC(=O)c1cc(OCC(=O)N3CCN(C)CC3)ccc1O2
→ 3, 20
- O=C(C1CCC(=O)N1C1CCCC1)N1CCC2(CC1)OCCO2 (stereo not drawn)
→ -30, 52

Following part:
O=c1[nH]c(=O)n(Cc2ccccc2)c(O)c1C=NCCCO
  Htt clearance: 7
  Htt clearance grain fraction: 16

CN1CCN(CC(=O)Nc2ccc(Cl)cc2C(=O)c2ccccc2)CC1
  Htt clearance: -73
  Htt clearance grain fraction: 33

Nc1ncc(P(=S)(N2CCOCC2)N2CCOCC2)s1
  Htt clearance: -11
  Htt clearance grain fraction: 39

N#Cc1cc2c(nc1SCC(=O)Nc1ccc(Cl)cc1)C1CCN2CC1
  Htt clearance: 6
  Htt clearance grain fraction: 31

C=CCOC(=O)C1=C(C)OC(N)=C(C(=O)OCC)C12C(=O)N(CC(N)=O)c1ccccc12 (stereo not drawn)
  Htt clearance: -19
  Htt clearance grain fraction: 39

CC(=O)Nc1ccc(OC(=O)N(C)c2ccccc2)cc1
  Htt clearance: 1
  Htt clearance grain fraction: 40

Cn1c(C(=O)O)c(CC(=O)N2CCN(Cc3ccccc3)CC2)c2ccccc21
  Htt clearance: -7
  Htt clearance grain fraction: 23

CC(C)N1C(=O)CCC1C(=O)N1CCC2(CC1)OCCO2 (stereo not drawn)
  Htt clearance: -11
  Htt clearance grain fraction: 44

O=C(Cc1ccccc1)N1CCN(C2CCCC2)CC1
  Htt clearance: -106
  Htt clearance grain fraction: 36

CCCC(C)C1C(C#N)=C(N)Oc2c1c(=O)oc1ccccc21 (stereo not drawn)
  Htt clearance: 2
  Htt clearance grain fraction: 19

CCOc1ccccc1N1C(=O)NC(=O)/C(=C/c2ccc3c4c(cccc24)CC3)C1=O
  Htt clearance: -49
  Htt clearance grain fraction: 45

COC(=O)c1ccc(CN2CCN(Cc3ccccc3)CC2)cc1
  Htt clearance: 22
  Htt clearance grain fraction: 29

O=C(c1cc2c(s1)CCCC2)N1CCC2(CC1)OCCO2
  Htt clearance: -16
  Htt clearance grain fraction: 22

CC(C)n1nnnc1CN1CCN(C)CC1
  Htt clearance: -45
  Htt clearance grain fraction: 49

CC(=NCc1cccnc1)c1c(O)n(-c2ccc(C)cc2)c(=O)[nH]c1=O
  Htt clearance: -16
  Htt clearance grain fraction: 47

An excerpt from above in order of count of non-hydrogen atoms, highest first.
N#Cc1cc2c(nc1SCC(=O)Nc1ccc(Cl)cc1)C1CCN2CC1
  Htt clearance: 6
  Htt clearance grain fraction: 31

O=C(c1cc2c(s1)CCCC2)N1CCC2(CC1)OCCO2
  Htt clearance: -16
  Htt clearance grain fraction: 22

O=C(Cc1ccccc1)N1CCN(C2CCCC2)CC1
  Htt clearance: -106
  Htt clearance grain fraction: 36

Next section
CC1(C)C2CC=C(CN3CCOCC3)C1C2 (stereo not drawn)
  Htt clearance: 36
  Htt clearance grain fraction: 12

O=C(Cn1ncc2ccccc21)N1CCC2(CC1)OCCO2
  Htt clearance: -37
  Htt clearance grain fraction: 25

ClCCNc1nc2ccc(Cl)cc2[nH]1
  Htt clearance: -16
  Htt clearance grain fraction: 46

CCC(C)(C)n1nnnc1C(c1cccs1)N1CC=C(c2ccc(F)cc2)CC1 (stereo not drawn)
  Htt clearance: -12
  Htt clearance grain fraction: 44

CCn1c(O)c(C(=O)CC2NCCc3ccccc32)c(=O)n(CC)c1=S (stereo not drawn)
  Htt clearance: -18
  Htt clearance grain fraction: 41

O=P1(NC2CCCC2)COc2ccccc2OC1
  Htt clearance: 20
  Htt clearance grain fraction: 27

CC1(C)CN=C(NCc2ccccc2Cl)S1
  Htt clearance: 11
  Htt clearance grain fraction: 19

COC(=O)C1=Nc2ccccc2/C1=C\c1c(O)n(-c2ccc(OC)cc2)c(=O)[nH]c1=O
  Htt clearance: -69
  Htt clearance grain fraction: 36

O=C1CC(N2CCC(n3c(=O)[nH]c4ccccc43)CC2)C(=O)N1Cc1ccccc1 (stereo not drawn)
  Htt clearance: 59
  Htt clearance grain fraction: 7.7

CC(C)C12CN3CC(C(C)C)(CN(C1)C3c1cccnc1)C2=O (stereo not drawn)
  Htt clearance: -14
  Htt clearance grain fraction: 46

CC(C)C(=O)N1CCN(CCN=Cc2c(O)n(C)c(=O)n(C)c2=O)CC1
  Htt clearance: 14
  Htt clearance grain fraction: 30

O=c1[nH]c(=O)n(CCC2=CCCCC2)c(O)c1C=Nc1cccc(F)c1
  Htt clearance: -37
  Htt clearance grain fraction: 55

O=c1c2cc([N+](=O)[O-])ccc2nc(CN2CCOCC2)n1-c1ccccc1F
  Htt clearance: -18
  Htt clearance grain fraction: 51

CC(C)c1cccc(C(C)C)c1OCCn1ccnc1
  Htt clearance: -23
  Htt clearance grain fraction: 49

Cc1c(N=Cc2c(O)n(Cc3ccco3)c(=O)[nH]c2=O)c(=O)n(-c2ccccc2)n1C
  Htt clearance: 25
  Htt clearance grain fraction: 14

Cc1ccc(OCC(=O)N2CCN(CC3CC4C=CC3C4)CC2)cc1 (stereo not drawn)
  Htt clearance: 32
  Htt clearance grain fraction: 28

OC(C#CCN1CCOCC1)(c1ccccc1)C1CCCC1 (stereo not drawn)
  Htt clearance: 5
  Htt clearance grain fraction: 18

O=C(CNS(=O)(=O)c1ccc(Br)s1)N1CCC2(CC1)OCCO2
  Htt clearance: -56
  Htt clearance grain fraction: 32

CCc1ccc(N2C(=O)NC(=O)C(Cc3ccc(OC)cc3OC)C2=O)cc1 (stereo not drawn)
  Htt clearance: 6
  Htt clearance grain fraction: 22

CCOCCCN=Cc1c(O)n(Cc2ccccc2)c(=O)[nH]c1=O
  Htt clearance: -62
  Htt clearance grain fraction: 35

O=C(c1cc2nc(-c3ccccc3)cc(-c3ccccc3)n2n1)N1CCC2(CC1)OCCO2
  Htt clearance: 40
  Htt clearance grain fraction: 12

CC12CN3CC(C)(CN(C1)C3c1cccnc1)C2=O (stereo not drawn)
  Htt clearance: -43
  Htt clearance grain fraction: 58

CCCCn1c(O)c(C(C)=NCCCn2ccnc2)c(=O)[nH]c1=O
  Htt clearance: -22
  Htt clearance grain fraction: 34

O=C(COc1ccc(Cl)cc1Cl)N1CCN(C/C=C/c2ccccc2)CC1
  Htt clearance: 2
  Htt clearance grain fraction: 19

O=C1C2CCN(CC2)C1Cc1ccccc1O (stereo not drawn)
  Htt clearance: -18
  Htt clearance grain fraction: 44

CN=C(SCc1ccccc1)c1c(O)n(C)c(=O)n(C)c1=O
  Htt clearance: -46
  Htt clearance grain fraction: 65

Nc1nnc(CCN2CCCCC2)s1
  Htt clearance: -10
  Htt clearance grain fraction: 21

O=P(O)(O)COc1ccccc1O
  Htt clearance: -25
  Htt clearance grain fraction: 45

C=CCn1c(O)c(C=Nc2ccc(OC)cc2C)c(=O)[nH]c1=O
  Htt clearance: -20
  Htt clearance grain fraction: 42

O=C(Cn1c(=O)c(C(F)(F)F)nc2ccccc21)N1CCC2(CC1)OCCO2
  Htt clearance: -111
  Htt clearance grain fraction: 67

Exported with values under each structure: 3 of the compounds above.
Below each SMILES: Htt clearance, Htt clearance grain fraction
- O=C(COc1ccc(Cl)cc1Cl)N1CCN(C/C=C/c2ccccc2)CC1
 : 2, 19
- O=C1C2CCN(CC2)C1Cc1ccccc1O (stereo not drawn)
 : -18, 44
- CN=C(SCc1ccccc1)c1c(O)n(C)c(=O)n(C)c1=O
 : -46, 65

(continued)
CC(=NCCCn1ccnc1)c1c(O)n(C)c(=O)n(C)c1=O
  Htt clearance: -15
  Htt clearance grain fraction: 24

CN(C)c1ccc(NC(=O)CN2C(=O)CN=C(c3ccccc3)c3ccccc32)cc1
  Htt clearance: 15
  Htt clearance grain fraction: 18

COc1ccc(C2=NCc3nnc(C)n3-c3ccc(Cl)cc32)cc1Cl
  Htt clearance: 36
  Htt clearance grain fraction: 11

CC(=NCCN1CCOCC1)c1c(O)n(C2CCCCC2)c(=O)[nH]c1=O
  Htt clearance: 50
  Htt clearance grain fraction: 17

CCC(=O)N1c2ccc(S(=O)(=O)CCC(=O)N3CCC4(CC3)OCCO4)cc2CC1C (stereo not drawn)
  Htt clearance: -53
  Htt clearance grain fraction: 56

CCC(=O)Nc1ccc(N2CCN(CC)CC2)c(Cl)c1
  Htt clearance: -11
  Htt clearance grain fraction: 45

CCOCCCn1c(N)c(C(=O)Nc2sc3c(c2C(=O)OC)CCCC3)c2nc3ccccc3nc21
  Htt clearance: -52
  Htt clearance grain fraction: 66

Cn1c(=O)cc(OCC(=O)N2CCN(C3CCCCC3)CC2)c2ccccc21
  Htt clearance: -73
  Htt clearance grain fraction: 53

CC12CN3CC(C)(CN(C1)C31CCSCC1)C2=O
  Htt clearance: -57
  Htt clearance grain fraction: 54

ON1C2CCCCC2N(O)C1c1ccccc1 (stereo not drawn)
  Htt clearance: 13
  Htt clearance grain fraction: 27

COc1ccc(OCC(=O)N2CCN(Cc3c[nH]c4ccccc34)CC2)cc1
  Htt clearance: -1
  Htt clearance grain fraction: 41

COc1ccc(CCn2c(O)c(C=NC3CC3)c(=O)[nH]c2=O)cc1OC
  Htt clearance: -52
  Htt clearance grain fraction: 56

COC(=O)C(O)(c1c(C)[nH]c2ccccc12)C(F)(F)F (stereo not drawn)
  Htt clearance: -200
  Htt clearance grain fraction: 107

OC12Oc3ccccc3C=C1N1CCC2CC1 (stereo not drawn)
  Htt clearance: -10
  Htt clearance grain fraction: 21

CC1CCCC(C2(O)C(=O)Nc3ccccc32)C1=O (stereo not drawn)
  Htt clearance: 47
  Htt clearance grain fraction: 11

O=P(NS(=O)(=O)c1ccc(Br)cc1)(Oc1ccccc1)Oc1ccccc1
  Htt clearance: 19
  Htt clearance grain fraction: 16

COCCOC(=O)C1=C(N)Oc2c(c(=O)oc3ccccc23)C1c1ccncc1 (stereo not drawn)
  Htt clearance: 43
  Htt clearance grain fraction: 26

CN1CCC(n2nccc2N)CC1
  Htt clearance: 5
  Htt clearance grain fraction: 19

CCCCOc1ccc(CC2C(=O)N(C)C(=O)N(C)C2=O)cc1
  Htt clearance: 4
  Htt clearance grain fraction: 33

COc1cc(C2SCC(=O)Nc3c2c(C)nn3-c2ccccc2)cc(OC)c1OC (stereo not drawn)
  Htt clearance: -29
  Htt clearance grain fraction: 40

Cc1ccc2c(c1)C(c1ccccc1)NCC(=O)N2 (stereo not drawn)
  Htt clearance: -8
  Htt clearance grain fraction: 40

CCOC(=O)N(c1ccccc1)P1(=S)OCCO1
  Htt clearance: -32
  Htt clearance grain fraction: 48

CC(Cc1ccccc1)NC(=O)NC(C)Cc1ccccc1 (stereo not drawn)
  Htt clearance: 4
  Htt clearance grain fraction: 19

CCOC(=O)c1c(N)n(CCCOC(=O)c2ccco2)c2nc3ccccc3nc12
  Htt clearance: 21
  Htt clearance grain fraction: 14

CCCCCP(=O)(O)c1ccccc1
  Htt clearance: 28
  Htt clearance grain fraction: 15

Cc1ccc(S(=O)(=O)NC(CC(=O)N2CCC3(CC2)OCCO3)c2ccco2)cc1 (stereo not drawn)
  Htt clearance: 6
  Htt clearance grain fraction: 32

Bioassay records as filed in PubChem.
